Screens as filed in PubChem BioAssay.
HTR2A ag – activates the mouse 5-HT2A serotonin receptor; CHO-K1 mHTR2A beta-arrestin complementation, luminescence; percent of 30 µM serotonin response; AID 624169; P35363; activation, % at 7.6 µM; 0.66% of 360,000 active;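 active = activation above a run cutoff, the mean activation of all tested compounds plus 3 SD, cut at about 14% in these data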;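 also: 0% = plate median of compound wells and 100% = 30 µM serotonin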
TLR9-MyD88 block – blocks human TLR9 binding to MyD88; CHO BLA complementation TLR9-MyD88, CCF4 FRET ratio; inhibition, % at 4.98 µM; 0.21% of 340,000 active; Q9NR96+Q99836;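 active = inhibition above the mean over all tested compounds plus 3 SD, cut at about 21% in these data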;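 also: 0% = DMSO only wells and 100% = clavulanate BLA inhibitor control wells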
NOD2-RIPK2 inh – NOD2-RIPK2 protein interaction inhibition; CHO BLA complementation NOD2-RIPK2, CCF4 ratio; inhibition, % at 4.98 µM; 0.38% of 360,000 active; in the data active = inhibition above about 21%;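 also: 0% = vehicle only and 100% = reference blocker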
H9c2 protect – protects H9c2 cardiomyocytes from peroxide injury; H2O2 injury protection, ATPLite, 2 h; protection from H2O2 cell death, % at 20 µM; 0.63% of 360,000 active; AID 588492;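 active = compounds giving at least 50% protection of heart cells from peroxide-induced death in the single-dose screen, raw or plate-pattern-corrected value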;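 also: 0% = DMSO wells with peroxide and 100% = DMSO wells without peroxide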
Glyco luc inh – blocks N-linked glycosylation in D54 reporter cells | D54 ERlucT glycosylation luciferase reporter, 24 h; percent of 100 nM tunicamycin response | reporter increase, % at 12.5 µM | 0.23% of 360,000 active;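 active = mean luciferase reporter signal, scaled so untreated is 0 and the glycosylation-blocking control 100, at or above a set limit in every replicate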;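 also: luciferase carries N-glycosylation sites so blocking glycosylation raises the light; 0% = median of neutral control wells and 100% = median of 100 nM tunicamycin wells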
ABHD5 PLIN5 PPI – inhibitors of human ABHD5-perilipin-5 interaction | Q00G26+Q8WTS1 | Split G. princeps luciferase complementation, luminescence, 4 h | inhibition, % at 4 µM | 0.78% of 360,000 active | AID 602281;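 active = inhibition above the mean inhibition across every tested compound plus 3 SD, cut at about 22% in these data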;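 also: 0% = DMSO only wells and the 100% control is not disclosed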
SRC2 inh – inhibits human steroid receptor coactivator 2; 0.17% of 370,000 active; Q15596; HEK293 GAL4-SRC2 luciferase reporter, luminescence; inhibition, % at 9 µM; AID 651957;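 active = inhibition above the mean inhibition of all tested compounds plus 3 SD, set per campaign, cut at about 52% in these data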;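 also: 0% = DMSO treated cells and 100% = cells given Gossypol at 36 µM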
MC4R antag cAMP – human MC4R antagonism in cAMP assay. MC4R-expressing cells, MTII-stimulated cAMP, LANCE TR-FRET. inhibition, % at 6.5 µM. 0.48% of 360,000 active. AID 540295;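 active = inhibition above its plate's cutoff, the mean of tested wells on that plate plus 3 SD, cut at about 29% in these data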;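 also: 0% = Melanotan II alone and 100% = Melanotan II plus saturating MCL0020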
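Material: human MC4R-expressing U2OS cells. Probe or stimulus: Melanotan II challenge. Dosing: 6.5 µM single dose. Times: 30-min compound, 1-h challenge, 1-h detection, room temperature. Technique: TR-FRET with Eu-cAMP and labeled anti-cAMP, 671 nm. Replication: singlicate.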
MC4R ag barr – human MC4R agonism via beta-arrestin | 0.98% of 360,000 active | activation, % at 8.9 µM | U2OS MC4R beta-arrestin complementation, luminescence; percent of melanotan II response, DMSO zero | AID 540308;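 active = activation above a per-plate cutoff, the mean activation of sample wells on that plate plus 3 SD, cut at about 8% in these data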
ABCB6 inh 2 – inhibitors of human ABC transporter ABCB6. fluorescence ratio to DMSO, % at 10 µM. 0.19% of 360,000 active. K562-ABCB6 porphyrin accumulation, flow cytometry, 1 h; stronger effect = lower value. Q9NP58;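 active = fluorescence ratio to DMSO below 75%, the collection mean minus 3 SD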;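 also: signal is porphyrin accumulated inside mitochondria; 100% equals median channel fluorescence of DMSO control wells; lower ratio means ABCB6 inhibition with less porphyrin fluorescence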
* hit, by the source's call; nt = not tested or not shown. An excerpt, so the mix of outcomes need not match the whole.

SMILES	HTR2A ag	TLR9-MyD88 block	NOD2-RIPK2 inh	H9c2 protect	Glyco luc inh	ABHD5 PLIN5 PPI	SRC2 inh	MC4R antag cAMP	MC4R ag barr	ABCB6 inh 2
Cc1ccc(S(=O)(=O)N(CC(=O)N2CCC(C(N)=O)CC2)Cc2ccc(F)cc2)cc1	-1	-5	-15	-6	4	-9	-10	1	0.7	99
COCC(=O)Nc1nc(-c2ccccc2)c(C)s1	-4	-1	-5	0	3	1	6	-1	-2.1	95
COC(=O)c1c(NC(C)=O)sc(C(=O)Nc2ccccc2F)c1C	-3	-11	-15	-3	2	-4	-14	-8	-0.6	100
c1ccc(CN(CCN2CCOCC2)Cc2ccccc2)cc1	-9	-4	-10	2	1	4	-51	13	-0.7	92
COc1cccc(C2=CC(=O)CC(C)(C)C2)n1	-4	2	-2	3	-10	-6	39	-1	-2.1	95
COc1cccc(NC(=O)CSc2nnc(CNC(=O)c3ccccc3F)o2)c1	-7	-2	-6	5	1	-5	-10	9	-0.7	92
CC(Sc1nnnn1-c1ccccc1)C(=O)NC1CCCC1 (stereo not given)	5	-4	2	1	0	-7	-22	16	0.1	101
Cc1cc(=O)cc(C)n1-c1ccc(F)cc1F	6	-4	7	-6	0	0	-3	1	0.1	101
CCN(CC)C(=O)C1CCCN(Cc2ccccc2C(F)(F)F)C1 (stereo not given)	-2	6	-5	5	1	-1	-4	-1	-1.5	101
Cc1cc(C(=O)NCCc2ccccc2)ccc1[N+](=O)[O-]	-5	13	1	-1	1	0	-26	8	-0.5	101
C=CCn1c(CNc2ccc(C)cc2)nnc1SCC(=O)N/N=C/c1ccc(O)cc1O	1	0	-8	68*	5	3	-27	18	0.5	94
Cc1ccc(C(=O)NS(=O)(=O)c2ccc(N=NN(C)C)cc2)cc1	-2	-3	0	-3	3	-1	-7	14	1.1	101
O=C(O)CCn1c(-c2ccccc2)cc2ccccc21	-4	-6	-6	-3	1	-2	-24	-8	-1.6	94
Cc1[nH]oc(=O)c1N=Nc1ccccc1	7	-4	-10	-5	6	-16	-6	13	0.2	101
COc1ccc(COC(=O)CCN=C2NS(=O)(=O)c3ccccc32)cc1F	-2	0	3	-4	-1	1	16	12	-0.8	97

Three of the entries above in order of the MC4R ag barr value, rising:
SMILES	MC4R ag barr
O=C(O)CCn1c(-c2ccccc2)cc2ccccc21	-1.6
COC(=O)c1c(NC(C)=O)sc(C(=O)Nc2ccccc2F)c1C	-0.6
Cc1cc(=O)cc(C)n1-c1ccc(F)cc1F	0.1

Additional structures
SMILES	HTR2A ag	TLR9-MyD88 block	NOD2-RIPK2 inh	H9c2 protect	Glyco luc inh	ABHD5 PLIN5 PPI	SRC2 inh	MC4R antag cAMP	MC4R ag barr	ABCB6 inh 2
c1ccc(C[n+]2cccc(-c3ccccc3)c2)cc1	-2	5	-2	5	1	1	-8	-2	-0.5	96
Cc1ccc[n+](CC(=O)Nc2nc3ccccc3s2)c1	12	2	4	-7	1	-6	16	12	0.6	99
O=C(O)CCC(=O)Nc1ccc(C(=O)OCC(=O)c2ccc(Cl)cc2)cc1	-1	5	-4	0	2	-11	-9	9	-1.3	97
O[C@@H]1CN(CC2CCCCC2)[C@@H](c2ccc(Cl)cc2)C[C@H]1n1cc(-c2ccc(F)cc2)nn1	-2	-7	1	-11	-2	-9	3	14	4.5	103
C/C(=N/NC(=O)CCC(=O)Nc1cccc(Cl)c1)c1ccc(C)cc1	9	-4	2	-7	1	-1	-8	-2	-0.6	97
COc1cccc(C(=O)N2c3ccccc3Sc3ccccc32)c1	-1	-12	1	-16	-5	-2	-19	8	-1.3	91
O=C(/C=C/c1ccccc1)Nc1ccc(CN2CCOCC2)cc1	-4	-21	-17	-9	2	2	-7	3	-0.9	101
CC(C)C(NC(=O)OCc1ccccc1)C(=O)O (stereo not given)	4	-5	-14	-8	1	1	-48	14	0.4	90
COc1ccc(CN2C(=O)CN=C2Nc2cc(C)ccc2C)cc1	0	3	-4	5	1	6	-23	13	-2.9	115
Cc1ccc(NS(=O)(=O)c2ccc(C(=O)NCCN3CCOCC3)cc2)cc1	-1	4	-9	-4	0	7	5	0	-2.3	102
Cc1ccc(-c2nc(C#N)c(NCCCn3ccnc3)o2)cc1	-4	1	-5	2	-1	14	-13	-1	0.7	78
O=C(CN1CCN(C(=O)c2ccccc2)CC1)Nc1ccc(Br)cn1	0	-9	3	6	-1	4	19	8	-2.3	100
CCOC(=O)Nc1ccc2c(c1)N(C(=O)N(CC)CC)c1ccccc1CC2	10	11	7	4	-4	-3	2	9	0.1	101
Cc1onc(-c2ccccc2)c1C(=O)OCC(=O)NC(C)c1ccc(Cl)cc1 (stereo not given)	2	-1	1	-5	0	0	12	-5	-0.9	94
O=C(CS(=O)c1cccc(C(F)(F)F)c1)Nc1ccccc1Cl (stereo not given)	4	0	2	-1	0	3	-1	0	-1.8	87
Cc1ccsc1C(=O)OCC(=O)Nc1cccc(S(=O)(=O)N2CCOCC2)c1	1	7	-6	-7	-1	4	-22	10	-1.5	99
COc1ccc(-c2nc(CN3CCC(C(=O)N4CCOCC4)CC3)c(C)o2)cc1C	5	-10	2	-1	3	3	9	1	-1.1	105
COc1ccccc1CNC(=O)CNC(=O)c1cn(-c2ccccc2OC)c(=O)c2ccccc12	-1	2	3	0	2	-4	6	14	-0.8	95
Cc1cc(NC(=O)Cc2ccccc2[N+](=O)[O-])no1	0	2	-11	1	1	-1	0	-4	-0.1	94
O=C(C[n+]1ccccc1)N1c2ccccc2Sc2ccccc21	6	-13	3	-4	0	5	-1	12	-0.4	97
COc1ccc(-c2cc(CC3(C(=O)O)CCN(C(=O)OC(C)(C)C)CC3)on2)c(OC)c1	6	-7	-11	0	1	1	-35	3	0.8	100
COc1cc(NC(=O)[C@@H]2O[C@H](CO)[C@@H](O)[C@H]2O)cc(OC)c1OC	2	nt	-1	-3	0	4	-17	8	0.1	100
CCOc1ccc2ncc(S(=O)(=O)c3ccccc3)c(N3CCN(c4ccc(OC)cc4)CC3)c2c1	-3	-8	1	-2	-4	-4	-8	2	-1.1	83
O=[N+]([O-])c1nn(-c2ccc3c(c2)OCCO3)n(O)c1=NC1CCN(Cc2ccccc2)CC1	-5	9	-4	10	1	3	-20	-6	-1.7	94
c1ccc(-c2noc(-c3cccnc3)n2)nc1	7	3	-15	-6	-10	-2	-17	3	-2.6	109
CCC(Oc1cc(Cl)ccc1Cl)C(=O)NNC(=O)CCC(=O)O (stereo not given)	2	-3	5	8	0	-2	-9	17	0.5	107
Cc1ccc(Cc2c(C)c(C#N)c3[nH]c4ccccc4n3c2=O)cc1	10	-1	1	-17	-3	-4	8	-19	-1.1	100
COc1ccc(Cl)cc1-c1cc(C(=O)NCc2ccc(C(F)(F)F)cc2)[nH]n1	-2	nt	5	-13	1	-6	-12	8	6.6	99
CCCn1c(=O)[nH]c(=O)c2c1nc(-c1ccc(C(F)(F)F)cc1)n2CCOC	3	6	-2	4	-1	4	-7	6	0.7	93
Cc1c(Cl)cccc1NC(=S)C(=C([O-])c1ccc(Cl)s1)[n+]1ccccc1	4	-5	0	-2	1	-13	-20	5	-2.8	116
CC(C)(C)c1ccc(S(=O)(=O)Nc2cccc(C3OCCCO3)c2)cc1	-2	-7	1	-18	-2	-10	-21	5	1.2	96
COc1ccc(N(CC(=O)NC2CCCC2)C(=O)c2ccc(C)s2)c(OC)c1	4	-2	-9	3	-4	-2	5	-5	-0.4	96
Cc1sc(-c2ccncc2)nc1OC(=O)c1ccc(Cl)cc1	5	11	6	4	-1	-6	-13	4	2.9	109
COCCNC(=O)C(OC(=O)CC1Sc2ccccc2NC1=O)c1ccncc1 (stereo not given)	-3	-4	-6	3	0	-4	3	-2	1.5	99
O=C(Nc1nccs1)c1cc2c(s1)CCCCC2	0	2	2	-26	-18	1	58*	1	0.1	81
Cc1nnc2sc(-c3ccc(N(C)C)cc3)nn2c1=O	11	-1	-11	-5	-8	2	-54	2	-1.2	98
CCCCn1c2c(c(=N)c3ccccc31)CCC2	6	-4	-9	-8	2	4	-11	20	-0.2	94
O=C(Cn1nc(C(=O)O)c2ccccc2c1=O)Nc1cccc(S(=O)(=O)N2CCCC2)c1	1	0	-1	16	3	-2	-11	18	1.4	98
CCOc1ccc2nc(NC(=O)C3CCCN(S(=O)(=O)c4c(C)noc4C)C3)sc2c1 (stereo not given)	1	8	-12	-12	-8	4	-15	16	2.5	97
COc1cccc(C2NC(c3cccc(OC)c3O)C(C)C(=O)C2C)c1O (stereo not given)	-4	4	-12	22	1	0	11	15	0.6	95
Cc1cc2cc3c(cc2nc1SCC(=O)Nc1c(C)cccc1C)CCC3	0	-2	1	-1	6	3	-11	-2	1.1	98
Clc1ccc(Sc2ccc(/C=N/n3cnnc3)o2)cc1	-2	-7	-5	-13	1	4	18	5	-0.5	98
CNc1nc(N)nc(-c2cc(Cl)ccc2OC)n1	-1	-9	-3	-7	3	3	14	3	-1.6	92

A draw from above in order of number of heavy atoms, largest number first.
SMILES	HTR2A ag	TLR9-MyD88 block	NOD2-RIPK2 inh	H9c2 protect	Glyco luc inh	ABHD5 PLIN5 PPI	SRC2 inh	MC4R antag cAMP	MC4R ag barr	ABCB6 inh 2
O=C(Cn1nc(C(=O)O)c2ccccc2c1=O)Nc1cccc(S(=O)(=O)N2CCCC2)c1	1	0	-1	16	3	-2	-11	18	1.4	98
CCOc1ccc2nc(NC(=O)C3CCCN(S(=O)(=O)c4c(C)noc4C)C3)sc2c1 (stereo not given)	1	8	-12	-12	-8	4	-15	16	2.5	97
COCCNC(=O)C(OC(=O)CC1Sc2ccccc2NC1=O)c1ccncc1 (stereo not given)	-3	-4	-6	3	0	-4	3	-2	1.5	99
COc1ccc(N(CC(=O)NC2CCCC2)C(=O)c2ccc(C)s2)c(OC)c1	4	-2	-9	3	-4	-2	5	-5	-0.4	96
Cc1cc2cc3c(cc2nc1SCC(=O)Nc1c(C)cccc1C)CCC3	0	-2	1	-1	6	3	-11	-2	1.1	98
CC(C)(C)c1ccc(S(=O)(=O)Nc2cccc(C3OCCCO3)c2)cc1	-2	-7	1	-18	-2	-10	-21	5	1.2	96
Cc1sc(-c2ccncc2)nc1OC(=O)c1ccc(Cl)cc1	5	11	6	4	-1	-6	-13	4	2.9	109
Clc1ccc(Sc2ccc(/C=N/n3cnnc3)o2)cc1	-2	-7	-5	-13	1	4	18	5	-0.5	98
O=C(Nc1nccs1)c1cc2c(s1)CCCCC2	0	2	2	-26	-18	1	58*	1	0.1	81
